Wnt bcat act: activators of Wnt/beta-catenin signaling | 1.2% of 300,000 active | AID 743398 | Wnt/beta-catenin reporter cell assay, activator, plate reader | activation, % at 9.35 µM; in the data active means activation above about 30%, passing the limit was not always enough;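 further: 0% = neutral control wells and 100% = positive control wells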
* = called active by the depositor. These rows are one share of the data; the hit share may differ from the screen's.

SMILES	Wnt bcat act
CCCCNC(=O)C1(C)CCC(=O)N1C1CC1 (stereo not given)	0
O=C1NC[C@@H](CCCCN2CCN(CC3CCCCC3)C(=O)C2=O)N(CCC2CCCCC2)C1=O	-6
FC(F)(F)Oc1ccccc1C(c1nnnn1C1CCCCC1)N1CCN(C/C=C/c2ccccc2)CC1 (stereo not given)	-3
Cc1coc2c(C)c3oc(=O)c(CCC(=O)N[C@H](C(=O)O)C(C)C)c(C)c3cc12	-7
CC(C)[C@H](NS(=O)(=O)c1ccc(F)cc1F)C(=O)N1CCC[C@H]1C(=O)NCc1ccccc1	-3
CS(=O)(=O)N1Cc2cc(C(=O)NCC3CC3)nc(-c3cccc(-c4cccnc4)c3)c2[C@@H]1CCO	2
COc1ccccc1CNc1nc(-c2ccccc2CO)c2sccc2n1	0
O=C1NC[C@H](CCCCN2CCN(CCc3ccccc3)C(=O)C2=O)N(CC2CCCCC2)C1=O	-2
OCCNc1ncnc2c1ncn2[C@H]1CN(Cc2cccs2)C[C@@H](CO)O1	1
CC(C)(C)c1ccc(NC(=O)c2cc(C3CCCN(S(=O)(=O)c4cccc5cccnc45)C3)on2)cc1 (stereo not given)	-3
CCCCCCCCN1C(=O)[C@H](CC(=O)NCCc2ccccc2OC)C[C@@]2(C(=O)OCC)CCC=C12	-4
NC(Cc1ccc(C(F)(F)F)cc1)c1csc(Nc2ccc(C(=O)c3ccccc3)cc2)n1 (stereo not given)	-8
Nc1ccn([C@@H]2O[C@H](C(=O)N[C@H](Cc3ccccc3)C(=O)N3CCC(F)(F)CC3)[C@@H](O)[C@H]2O)c(=O)n1	-1
C[C@H](CO)N1C[C@H](C)[C@H](CN(C)Cc2ccc(F)cc2)Oc2ncc(Br)cc2C1=O	-1
CC(C)CN1C(=O)c2ccccc2C1c1nnnn1-c1ccc2c(c1)OCCO2 (stereo not given)	-3
CCc1c(-c2cccc(Cl)c2)ncn1Cc1cccc(-c2ccccc2)c1	-2
CCOC(=O)[C@@H](NC(=O)CC[C@H]1O[C@@H](n2ccc(=O)[nH]c2=O)[C@H](O)[C@@H]1O)C(C)C	-1
COc1cccc(C(=O)N2CCC2(C)C(=O)NC(C)C)c1 (stereo not given)	0
COCCN(CCOC)Cc1cc(=O)oc2ccc3ccccc3c12	-1
COCCCN1C(=O)C(CC(=O)NCCc2ccccn2)CC(C(=O)N(C(C)C)C(C)C)=C1C (stereo not given)	-1
CCCCn1nnnc1C(c1cc2ccccc2o1)N1CCCC1 (stereo not given)	-2
COc1cccc(-c2cnc3cccnn23)c1	-2
O=C(NCc1cccc(C(F)(F)F)c1)c1csc([C@H]2C[C@H](O)[C@@H](CO)O2)n1	-1
Cc1ccc2nc(-c3ccc(C#N)cc3)c(Cc3cccc(Cl)c3)n2c1	0
O=C(C[C@H]1CC[C@H]2[C@@H](COC[C@@H](O)CN2C(=O)c2cnccn2)O1)NCc1ccc(Oc2ccccc2)cc1	0
Cc1noc(C)c1NC(=O)N(C)C[C@H]1OCc2cnnn2CCCC(=O)N([C@H](C)CO)C[C@H]1C	-1
Cc1nc2c(OCc3ccc(C(F)(F)F)cc3)cccn2c1N(C)CC1CC1	1
Cc1c(C(=O)NCc2ccccc2C(F)(F)F)sc(=O)n1Cc1cccc(C(F)(F)F)c1	-5
CSc1ccc(CN2CCC(C)(Oc3ccc(-n4ccnc4)cc3)C2)cc1 (stereo not given)	-4
O=C(C(=O)N1CCc2ccccc2C1)N1CCc2ccccc2C1	-1
CCCN1C(=O)c2n[nH]c(C)c2C1c1ccc2c(c1)OCO2 (stereo not given)	-1
O=C(COC(=O)c1ccccc1Br)NCC1CCCCC1	-6
C[C@H]1CN([C@@H](C)CO)C(=O)CCCn2cc(nn2)CO[C@@H]1CN(C)S(=O)(=O)c1ccc(F)cc1	0
CCCCn1nnnc1C(c1ccccc1)N1CCN(C(=O)c2ccco2)CC1 (stereo not given)	7
CC1(C(=O)Nc2ccc(Cl)c(Cl)c2)CCN1CCc1ccccc1 (stereo not given)	0
Cn1c(=O)c2cc(NC(=O)Cc3cccnc3)ccc2n1-c1ccc2ccccc2c1	-1
COc1ccc(Cl)cc1NS(=O)(=O)c1cccc(C(=O)NCCCN2CCOCC2)c1	-2
O=C(c1[nH]c(C(F)(F)F)nc1-c1ccccc1)N1CCN(c2ccccn2)CC1	-2
O=C(NCc1ccccc1)[C@H]1CCCN1C(=O)[C@H]1CCCN1C(=O)c1ccc(F)c(C(F)(F)F)c1	0
O=C1NC[C@H](Cc2ccccc2)N(C[C@@H]2CCCN2C[C@H](Cc2ccc(O)cc2)N2C[C@H](Cc3ccc(O)cc3)N(CC3CCCCC3)C(=O)C2=O)C1=O	-2
Cc1nc2ccc(C(=O)N(C)Cc3ccccc3)cn2c1N(C)C(=O)CCc1ccccc1	-3
NC1=NC2(CS1)CSC(N)=N2	3
N#Cc1ccc(S(=O)(=O)N2CCCc3nc(-c4ccccc4)ccc32)cc1	2
O=C(NCCCn1ccnc1)c1[nH]c(C(F)(F)F)nc1-c1ccccc1	-2
CCOC(=O)C1=C(C(=O)OCC)C2N(Cc3ccc(C#N)cc3)c3ccccc3[C@@]23C[C@@H](C(=O)OC)N(S(=O)(=O)c2ccc(OC)cc2)C3=N1 (stereo not given in full)	-3
COC(=O)C1=C(C)N(Cc2ccc(C(F)(F)F)cc2)C(=NCc2ccc(OC)cc2)NC1c1ccccc1 (stereo not given)	-8
CCOC(=O)[C@]12CCCC=C1N(Cc1ccc(Cl)cc1Cl)C(=O)[C@H](CC(=O)NCc1cccc(C(F)(F)F)c1)C2	-4
Cc1c(C(=O)NCc2ccc3c(c2)OCCO3)sc(=O)n1Cc1cccc(C(F)(F)F)c1	-7
C#CCN(Cc1ccco1)C(=O)c1nnc2c3ccccc3n(S(=O)(=O)c3ccc(C)cc3)c2n1	-6
Cc1ccc(S(=O)(=O)NC(=O)C2(C)CCN2C(=O)Cc2ccc(Cl)cc2Cl)nc1 (stereo not given)	-1
Cc1cc2nc(C(C)(C)C)c(Cc3cccc(Cl)c3)n2c(C)c1Br	-3
COC(=O)[C@]12C[C@H](CC(=O)NCc3ccc(C)o3)C(=O)N(Cc3ccc4c(c3)OCO4)C1=C[C@H](C(C)(C)C)O[C@@H]2C	8
Clc1cccc(Cc2c(-c3ccccc3)nc3c4ccccc4ccn23)c1	-1
CCc1nc2c(OCC(=O)c3ccc(Cl)cc3Cl)cccn2c1N(C=O)Cc1ccccc1	-2
Cc1ccccc1CN1C(=O)CSCC1(C)C(=O)Nc1c(C)cccc1C (stereo not given)	-1
Cc1ccc(S(=O)(=O)N2CC3=C(C2)C2CC2(C)C3)cc1 (stereo not given)	-3
CC1(C(=O)Nc2cccc(C(F)(F)F)c2)Cc2c(-c3cccc(C(F)(F)F)c3)ccnc2O1 (stereo not given)	-1
COc1ccc(-c2nc3ccc(Br)cn3c2Cc2cccc(Cl)c2)cc1OC	-1
COCCNC(=O)C1CCCN(Cc2ccccc2)CC1 (stereo not given)	-3
CC1(C(=O)NC2CCCCCC2)CCN1C(=O)Cc1ccc(-c2ccccc2)cc1 (stereo not given)	-4

4 entries from above, arranged by their value in Wnt bcat act, lowest first:
SMILES	Wnt bcat act
O=C(COC(=O)c1ccccc1Br)NCC1CCCCC1	-6
CC(C)(C)c1ccc(NC(=O)c2cc(C3CCCN(S(=O)(=O)c4cccc5cccnc45)C3)on2)cc1 (stereo not given)	-3
C[C@H](CO)N1C[C@H](C)[C@H](CN(C)Cc2ccc(F)cc2)Oc2ncc(Br)cc2C1=O	-1
COc1cccc(C(=O)N2CCC2(C)C(=O)NC(C)C)c1 (stereo not given)	0

Structures shown so far containing an aryl methoxy group, in the order listed:
SMILES	Wnt bcat act
COc1ccccc1CNc1nc(-c2ccccc2CO)c2sccc2n1	0
CCCCCCCCN1C(=O)[C@H](CC(=O)NCCc2ccccc2OC)C[C@@]2(C(=O)OCC)CCC=C12	-4
COc1cccc(C(=O)N2CCC2(C)C(=O)NC(C)C)c1 (stereo not given)	0
COc1cccc(-c2cnc3cccnn23)c1	-2
COc1ccc(Cl)cc1NS(=O)(=O)c1cccc(C(=O)NCCCN2CCOCC2)c1	-2
CCOC(=O)C1=C(C(=O)OCC)C2N(Cc3ccc(C#N)cc3)c3ccccc3[C@@]23C[C@@H](C(=O)OC)N(S(=O)(=O)c2ccc(OC)cc2)C3=N1 (stereo not given in full)	-3
COC(=O)C1=C(C)N(Cc2ccc(C(F)(F)F)cc2)C(=NCc2ccc(OC)cc2)NC1c1ccccc1 (stereo not given)	-8
COc1ccc(-c2nc3ccc(Br)cn3c2Cc2cccc(Cl)c2)cc1OC	-1

The list goes on:
SMILES	Wnt bcat act
Cc1ccc(C2=CC(=O)CC(C)(C)C2=O)cc1	0
COC(=O)c1cc(NC(=O)C2CCCN(S(=O)(=O)c3c(C)n[nH]c3C)C2)cc(C(=O)OC)c1 (stereo not given)	-1
CC(C)(C)c1ccc(CC(=O)N2CCC2(C)C(=O)NS(=O)(=O)c2ccc(Cl)cc2)cc1 (stereo not given)	-3
CCc1ccc([C@H]2[C@@H]3C(=O)C[C@@H]4C(=O)N(C5CCCCC5)C(=O)[C@@H]4[C@@H]3CN2S(=O)(=O)c2ccc(C)cc2)cc1	-2
Cc1cc(-c2cc(NC=O)c3ncc(-c4cccc(C(=O)NCCN(C)C)c4)n3c2)cc(C)c1O	-23
COc1ccc(CN2C(=O)c3cccc4cccc(c34)C2c2nc3ccccc3[nH]2)cc1 (stereo not given)	2
COc1ccc(CCNC(=O)c2coc(=O)c(Br)c2)cc1	24
COC(=O)[C@]12CCCCC=C1N(Cc1ccco1)C(=O)[C@H](CC(=O)NCc1cccc3ccccc13)C2	-3
C[C@@H]1CN([C@@H](C)CO)C(=O)c2ccccc2-c2ccccc2CO[C@@H]1CN(C)Cc1ccc(Cl)c(Cl)c1	-4
O=C(NCC1CC1)c1ccc(-c2cn[nH]c2)c2ccoc12	8
CN1OC[C@@H]2CN3C(=NCCc4ccccc4)Sc4ccccc4[C@@H]3C[C@@H]21	3
CC(C)COC(=O)N1CCCCC1c1cc(C(=O)N2CCOCC2)no1 (stereo not given)	-2
CCOC(=O)Cc1c(-c2cccc(Br)c2)nc2c3ccccc3ccn12	4
N#CCOc1ccccc1CNC[C@H]1O[C@@H](n2cnc3c(=O)[nH]c(N)nc32)[C@H](O)[C@@H]1O	0
CCOC(=O)C1=C(C(=O)OCC)C2N(Cc3ccccc3)c3ccccc3[C@@]23C[C@@H](C(=O)OC)N(S(=O)(=O)c2ccc(C(F)(F)F)cc2)C3=N1 (stereo not given in full)	3
O=C1NC[C@@H](CCCCN2C[C@H](Cc3ccc(O)cc3)N(Cc3ccccc3)C(=O)C2=O)N(CCC2CCCCC2)C1=O	-2
COc1ccc(-c2coc3c(C(=O)Nc4cc(OC)c(OC)c(OC)c4)cccc23)c(C)c1	-2
CC1(C(=O)NS(=O)(=O)c2ccc(Cl)cc2)CCN1C(=O)CCc1ccccc1 (stereo not given)	0
COc1cccc(-c2cnc(C(O)c3cc(Cl)cc(Cl)c3)[nH]2)c1 (stereo not given)	-2
C[C@H]1CN([C@@H](C)CO)S(=O)(=O)c2ccc(Br)cc2O[C@H]1CN(C)C(=O)Cc1ccncc1	-3
COc1ccc(NC(=O)Cn2nnc(-c3ccccc3)c2COc2ccc(C(C)=O)cc2)cn1	0
CC(=O)c1cccc(-c2ccnc3c2CC(C(=O)NCc2ccncc2)O3)c1 (stereo not given)	-1
CCCCCCCCN1C(=O)[C@H](CC(=O)NCCC(C)C)C[C@@]2(C(=O)OC)CCCCC=C12	-4
COc1cccc(CNC(=O)[C@@H]2CCCN2C(=O)[C@H]2CCCCN2C(=O)c2c(F)cccc2F)c1	-3
C=CCC[C@H](CCCCC)OC(=O)/C=C/[C@H](O)[C@@H](O)C[C@H](O)CC=C	-1
O=C(NCc1ccc(F)cc1F)[C@@H]1CCCN1C(=O)[C@@H]1CCCN1	-1
CC1(C(=O)Nc2ccc3c(c2)OCCO3)CCN1Cc1ccc(-c2ccccn2)cc1 (stereo not given)	-3
CSc1ccc(Cn2c(C)c(C(=O)NCc3ccccc3C(F)(F)F)sc2=O)cc1	-2
O=S1(=O)CC(N2CCC(Cc3ccccc3)CC2)CN1C1CCCCC1 (stereo not given)	-2
Cc1cc2nc(C3CCCCC3)c(Cc3cccc(Cl)c3)n2c(C)c1Br	-4
CN1CCN(Cc2c(O)ccc3cc(Br)ccc23)CC1	-1
COCCNC(=O)C1Cc2c(-c3ccc(NC(C)=O)cc3)ccnc2O1 (stereo not given)	0
CC(=O)Nc1ccc(CNc2nc3cc(-c4ccccc4C)sc3c(=O)n2C)cc1	-3
CCc1nc2c(OCc3ccc(OC)cc3)cccn2c1N(C)C(=O)c1ccco1	1
COC(=O)[C@]12C[C@H](CC(=O)N3CCCC3)C(=O)N(Cc3ccccc3)C1=C[C@H](C1CCCC1)O[C@@H]2C	3
CCc1nc2ccc(C(=O)N3CCCCC3)cn2c1N(CCC(C)C)CCN(C)C	-3
C1=C[C@H]2CCCN3CC[C@@H]([C@@H]2[C@]32CO2)[C@H]1CCOCc1ccccc1	-2
Nc1cc(C(=O)N2CCN(c3ccccc3Cl)CC2)ccc1N1CC2CC(C1)c1cccc(=O)n1C2 (stereo not given)	-3
CCCCC[C@@H](C)N1C[C@H](COCc2ccccc2)Oc2cc(N3CC[C@H](N(C)C)C3)ccc2S1(=O)=O	-19
CC(=O)OCC(O)C1(O)CCC2C3CCC4=CC(=O)CCC4(C)C3C(O)CC21C (stereo not given)	3
COC(=O)c1cc(C(=O)Cc2ccccc2)c[nH]1	1
CC1(C(=O)Nc2ccc3ccccc3c2)CCC(=O)N1CCc1c[nH]c2ccccc12 (stereo not given)	-2
O=C(NC(c1ccc(-c2ccccc2)cc1)c1cnccn1)C1CCN(Cc2ccc(Oc3ccccc3)cc2)CC1 (stereo not given)	-4
Cc1cc(C)n(CCNC(=O)[C@H]2O[C@@H](n3ccc(=O)[nH]c3=O)[C@H](O)[C@@H]2O)n1	0
C[C@@H]1ON(C)[C@H]2C[C@H]3c4cc(N5CCN(C)CC5)ccc4CCN3C[C@@H]12	-1

Screening data from PubChem.
